M. tuberculosis: growth inhibition of non-replicating M. tuberculosis (AID 488890). Mycobacterium tuberculosis non-replicating, growth inhibition; higher % means a stronger effect. inhibition, % at 25 µM, or IC50 in µM where a hit was titrated. 0.39% of 320,000 active; in the data active means a potency from the dose series; inconclusive means inhibition mostly from about 82% at the one dose, without a potency; inactive means the rest, 99 in 100 with inhibition below about 76%;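 further: plate controls were DMSO cells for no effect and high antibiotic wells for full effect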
VEEV TC-83 Vero: inhibitors of VEEV TC-83 cytopathic effect, confirmation, Vero cells (AID 588727); Vero cells, VEEV TC-83 cytopathic effect inhibition; higher % means a stronger effect; inhibition, % at 20 µM; hits with a dose series show IC50 in µM; 0.13% of 350,000 active; in the data active means a potency from the dose series; inconclusive means inhibition mostly from about 14% at the one dose, without a potency; inactive means the rest, 99 in 100 with inhibition below about 12%; further: strong numbers were not always called active
Salmonella PhoP GFP: Inhibition of PhoP regulon, Salmonella typhi GFP reporter cells, confirmation, 4 h (AID 1850); inhibition, % at 50 µM, or IC50 in µM where a hit was titrated; Salmonella Typhi PhoP-promoter GFP reporter, fluorescence, 4 h; higher % means a stronger effect; 0.33% of 310,000 active; in the data active means a potency from the dose series; inconclusive means inhibition mostly from about 25% at the one dose, without a potency; inactive means the rest, 99 in 100 with inhibition below about 19%;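 further: 0% = induced wells with vehicle and 100% = uninduced wells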
influenza NS1A: H1N1 influenza NS1A inhibitors, functional cell based assay (AID 504329); NS1A functional cell-based assay, percent inhibition; higher % means a stronger effect; one-dose inhibition, % at 12.5 µM; IC50 in µM for titrated hits; 0.3% of 340,000 active; in the data active means a potency from the dose series; inconclusive means inhibition above about 27% without an active follow-up result; further: strong numbers were not always called active
H37Rv inhibition: M. tuberculosis growth inhibition, HTS (AID 449762) | M. tuberculosis H37Rv growth inhibition, 7H9 media; higher % means a stronger effect | inhibition, % at 25 µM; hits with a dose series show IC50 in µM | 0.59% of 330,000 active; in the data active means a potency from the dose series; inconclusive means inhibition above about 70% without an active follow-up result;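 further: bacterial growth assessed after seven days of incubation; strong numbers were not always called active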
VEEV TC-83 Vero 10K pilot screen: second read-out of VEEV TC-83 Vero, no call of its own (marks repeat the call); inhibition, %; measured here: 10K pilot screen inhibition
Numbers without * were called inactive; i = inactive; u = inconclusive; x = no result given.

SMILES | M. tuberculosis | VEEV TC-83 Vero | Salmonella PhoP GFP | influenza NS1A | H37Rv inhibition | others
COc1ccc(-c2cccc(C(=O)Nc3ccc(OC)c(OC)c3)c2)cc1 | 10.5% | i | -0.7% | 10.7% | -7.4%
O=C(NC1CCOCC1)C1CCC(=O)N(Cc2cccc(C(F)(F)F)c2)C1 (stereo not drawn) | -1.2% | 1.9% | 9.6% | 2.1% | 3.5%
C=CCOc1ccc(CNc2ccc3[nH]c(=O)[nH]c3c2)cc1OC | x | 3.1% | x | 8.2% | x
CCN(CC)S(=O)(=O)c1ccc(-c2cc(C(=O)OC)sc2C(F)(F)F)cc1 | 16.6% | 2.4% | 0.2% | x | -5.5%
O=C(O)c1cccc(NC(=O)c2ccccc2NC(=O)c2ccco2)c1 | 1.1% | 1.0% | -1.6% | -7.5% | 2.6%
Cc1cc(C)c(S(=O)(=O)Nc2cc(C)on2)c(C)c1 | 20.3% | 0.7% | 1.7% | 13.4% | -1.4%
CC(O)CNCCCOc1ccccc1OCc1ccccc1 (stereo not drawn) | -1.5% | i | 13.1% | -11.0% | -3.6%
CCC1Nc2ncnc(N3CCOCC3)c2N(Cc2ccc(C)cc2)C1=O (stereo not drawn) | 25.7% | i | -3.6% | 7.9% | -1.8%
CCc1ccc2[nH]c(=O)c(CN(Cc3ccc4c(c3)OCO4)C(=O)c3ccco3)cc2c1 | 8.6% | x | -8.9% | x | -0.9%
NC(=O)CC(NC(=O)Cc1ccc(Cl)cc1)c1ccc(NC2CCN(Cc3ccccc3)CC2)c([N+](=O)[O-])c1 (stereo not drawn) | 23.7% | i | 12.4% | 13.2% | -3.3% | VEEV TC-83 Vero 10K pilot screen=0.0
Clc1cccc(OCCCCCN2CCOCC2)c1 | 55.3% | 0.4% | -1.8% | -8.3% | 1.3%
COCCCNC(=O)CCS(=O)(=O)Cc1ccc(C)cc1 | 3.9% | i | 1.0% | -2.1% | -9.3%
O=C(c1ccccc1F)N1CCN(c2cccc(C(F)(F)F)c2)CC1 | 34.9% | 3.4% | -3.1% | 1.3% | -1.1%
COc1ccccc1C(=O)COC(=O)CN1C(=O)NC2(CCCC2)C1=O | -1.0% | 1.3% | 3.6% | -7.1% | -0.2%
CCC1Oc2ccc(C)cc2N(CC(=O)NCc2cc(OC)ccc2OC)C1=O (stereo not drawn) | 8.1% | i | -3.5% | -4.6% | 6.7%
COc1cc(C(=O)N2CCC(C(N)=O)CC2)ccc1OCc1c(C)noc1C | 7.5% | 1.8% | x | 1.0% | -0.4%
CCOCCCn1c(C)nc2c[n+](CC(=O)c3ccc4ccccc4c3)cc(Br)c21 | 64.6% | 2.6% | 0.1% | x | -1.4%
CCOC(=O)C1CCCN(CC(=O)Nc2c(C(=O)OC)[nH]c3ccccc23)C1 (stereo not drawn) | 22.2% | 7.5% | -0.2% | -2.0% | -3.6%
CCCCNC(=O)c1nnn(-c2ccccc2)c1N | -0.1% | 4.5% | -13.1% | 9.0% | 2.9%
CN1C(=O)NC(=O)C(N=Nc2ccc(Cl)cc2)C1=O (stereo not drawn) | x | 6.6% | x | -3.9% | x
N#Cc1cc2ccccc2nc1SCC(=O)Nc1ccccc1N1CCOCC1 | -0.9% | i | -4.7% | 1.8% | -5.0%
Cc1cc(C(=O)N/N=C/c2cccs2)n[nH]1 | -0.9% | 1.8% | -2.0% | x | -2.1%
O=[N+]([O-])c1ccc(Cl)c(C2Nc3cccc4cccc(c34)N2)c1 | 6.5% | 2.1% | -5.7% | 0.9% | 11.3%
O=S1(=O)CC(N2CCOCC2)c2ccccc21 (stereo not drawn) | -7.1% | 1.3% | 8.4% | 0.6% | -5.4%
CC(=O)NS(=O)(=O)c1ccc(N=c2ssc3c2-c2ccc(C)cc2NC3(C)C)cc1 | 40.9% | i | -1.5% | 0.4% | -3.8%
COc1ccc(S(=O)(=O)Nc2cc([N+](=O)[O-])ccc2OC)cc1 | -15.2% | 0.8% | -1.3% | -2.0% | 0.5%
Cc1ccc(S(=O)(=O)N2CCOCC2)cc1C(=O)NCc1ccc2c(c1)OCO2 | 10.8% | 1.3% | 6.0% | -5.9% | 1.8%
CCOC(=O)C1CCN(/C=C2/C(=O)NC(=O)N(c3ccc(OCC)cc3)C2=O)CC1 | -3.3% | i | -12.7% | -10.0% | 0.2%
O=C(CCN1C(=O)/C(=C\c2ccccc2Cl)SC1=S)N1CCN(c2ccccc2)CC1 | 73.2% | 6.7% | 0.8% | 10.3% | u
CCOc1ccc(NC(=O)CSc2nncc(=O)n2N)cc1 | 22.8% | i | -2.8% | 1.0% | u
COc1ccc(S(=O)(=O)N2CN(CCc3ccc(OC)c(OC)c3)c3nc4ccccc4nc32)cc1 | 15.1% | 8.6% | 0.3% | -2.6% | 9.2%
NNc1ncnc2c1cnn2-c1ccccc1 | 3.5% | 0.7% | -3.3% | -4.7% | u
CCOc1cc(C(=O)NCCN2CCOCC2)cc(OCC)c1OCC | 3.9% | i | 5.1% | -2.7% | -4.4%
O=C(N=C1SC2CS(=O)(=O)CC2N1c1ccccc1C(F)(F)F)C1CCCO1 (stereo not drawn) | 9.8% | 0.7% | 4.0% | -9.7% | -2.7%
Cc1cc2nc(C3CCN(Cc4nnnn4Cc4ccccc4)CC3)[nH]c2cc1C | 20.6% | 0.1% | -3.4% | -10.1% | 34.0%
CCSc1nnc2c(n1)OC(c1ccc(C(=O)O)cc1)N(C(C)=O)c1ccccc1-2 (stereo not drawn) | -22.7% | 1.4% | -6.7% | -2.5% | -7.5%
CC(=O)Nc1ccc(C(=O)OCC(=O)N(c2ccccc2)C2CCCCC2)cc1 | 58.0% | 7.9% | x | -14.4% | 32.9%
CCn1c(C)nc2cc(C(=O)N/N=C(\C)c3ccccc3O)ccc21 | 20.1% | 9.8% | 3.0% | -0.9% | 68.4%
COc1cc(Cl)ccc1OCc1cc(C(=O)NC(C)Cc2cnccn2)no1 (stereo not drawn) | 2.8% | 7.7% | 4.8% | -7.8% | 6.3%
COC(=O)c1ccccc1NC(=O)COC(=O)C1CCCCC1 | 35.0% | 0.6% | 8.7% | -3.4% | -0.2%
CCOc1cc(CNC2CCCC2)ccc1OCc1ccccc1Cl | 65.1% | i | 7.6% | 2.6% | -0.6%
COc1cc(OC)c(-c2oc3ccccc3c(=O)c2O)c(OC)c1 | x | 0.3% | x | -10.2% | x
CC1(C)Cc2c(ccc3ccccc23)/C(=C/C(=O)N2CCCCC2)N1 | 38.6% | 2.5% | 0.0% | 4.1% | 19.4%
O=C(CSCCNS(=O)(=O)c1ccccc1)Nc1ccccc1 | -11.0% | 1.3% | 7.2% | -4.4% | -2.6%
Cc1noc(NS(=O)(=O)c2ccc(NC(=O)CSc3n[nH]c(-c4ccccc4)n3)cc2)c1C | 18.7% | 0.5% | -3.5% | 4.9% | -17.7%
COc1ccccc1/C=C(/C(=O)OCC(=O)Nc1ccccc1C)c1ccccc1 | 11.0% | 3.6% | 3.4% | -10.4% | 0.3%
CCOC(=O)C(CC)Sc1ccc2nnc(-c3cccnc3)n2n1 (stereo not drawn) | 4.0% | 0.9% | 29.5% | 11.6% | 2.4%
O=C(Nc1ccc(Oc2ccccc2)cc1)C1CCCO1 (stereo not drawn) | 51.7% | 1.9% | -3.5% | -1.7% | u
COc1ccc(C(C)=O)cc1COC(=O)CCC(=O)N(CC(C)C)c1c(N)n(CC(C)C)c(=O)[nH]c1=O | 33.0% | 0.8% | -2.9% | 4.2% | -3.3%
Cc1cc(N2CCN(C(=O)/C=C/C(=O)O)CC2)c2ccccc2n1 | 2.7% | i | -0.9% | -10.8% | -1.8%

(list continues)
SMILES | M. tuberculosis | VEEV TC-83 Vero | Salmonella PhoP GFP | influenza NS1A | H37Rv inhibition | others
O=C(CCc1n[nH]c(=O)[nH]c1=O)N/N=C/c1ccco1 | -22.3% | i | -6.3% | -6.0% | 1.7%
COc1ccccc1C(=O)N1CCN(CCNC(=O)C(=O)Nc2ccc(Br)c(C)c2)CC1 | 29.8% | 2.4% | 5.3% | -10.3% | 8.3%
COc1ccc(C2c3c(oc4ccccc4c3=O)C(=O)N2CC2CCCO2)cc1 (stereo not drawn) | 11.7% | 1.5% | 5.6% | 0.3% | 6.2%
CCCc1[nH]n(-c2ccc([N+](=O)[O-])cc2)c(=O)c1C=NCCN1CCNCC1 | 15.7% | x | 10.8% | x | -4.1%
COCCn1c(CN2CCN(C(=O)c3ccco3)CC2)nc2c1c(=O)n(C)c(=O)n2C | -9.4% | i | -11.9% | -4.0% | 13.0%
COc1cc(CNCCc2c[nH]c3ccccc23)cc(OC)c1 | 17.6% | 0.3% | 15.1% | 6.8% | 6.1%
COc1cc(C2Nc3ccc4ncccc4c3C3=C2C(=O)CCC3)cc(OC)c1OC (stereo not drawn) | 59.2% | 1.5% | 1.9% | 10.8% | 8.1%
O=C(CN1CC=C(c2ccccc2)CC1)NC(=O)NCc1ccccc1 | 19.6% | 0.3% | 3.4% | 9.6% | -0.1%
S=C(c1ccccc1)N(c1ccccc1)c1ccccc1 | 1.9% | i | 8.3% | 6.7% | 0.0%
CCc1cc(=O)oc2cc(OC(C)C(=O)NCCCn3ccnc3)ccc12 (stereo not drawn) | 7.7% | 1.1% | -2.0% | -9.1% | -2.4%
O=C(NCc1ccccc1)N[C@@H](Cc1ccccc1)C(=O)O | -2.7% | 1.1% | 0.4% | 6.4% | -5.3%
OCCN(CCO)CC(O)Cn1c2ccccc2c2ccccc21 (stereo not drawn) | 5.6% | 1.5% | 3.1% | 2.6% | 7.9%
CCn1cnc2cc(NCc3ccc(Cl)cc3)ccc21 | 15.5% | 0.7% | -12.0% | -3.5% | u
COc1ccc(N(CC(=O)Nc2cc(C)ccc2C)S(=O)(=O)c2c(C)[nH]c(=O)[nH]c2=O)cc1 | 9.2% | 2.2% | -6.4% | 6.0% | 0.1%
COc1cccc2nc3c(C(=O)NCCN(C)C)cccc3cc12 | x | 12.7% | x | 6.1% | x
CCOC(=O)CN1C(=O)C(O)=C(C(C)=O)C1c1ccccc1 (stereo not drawn) | 3.7% | 1.0% | -1.3% | -15.8% | -2.1%
COc1ccc(Cl)cc1NC(=S)NCCc1c[nH]c2ccccc12 | 2.9% | i | -5.1% | 2.3% | 2.3%
COCc1cc(C)nc(SCC(=O)Nc2cccc3cccnc23)c1C#N | x | 1.0% | -0.5% | 5.8% | 6.7%
O=C(CNC(=O)c1ccc(F)cc1)NCc1ccc(S(=O)(=O)N2CCOCC2)cc1 | x | 4.1% | x | -4.8% | x

By substructure: those above with a Cl atom (9)
SMILES | M. tuberculosis | VEEV TC-83 Vero | Salmonella PhoP GFP | influenza NS1A | H37Rv inhibition | others
NC(=O)CC(NC(=O)Cc1ccc(Cl)cc1)c1ccc(NC2CCN(Cc3ccccc3)CC2)c([N+](=O)[O-])c1 (stereo not drawn) | 23.7% | i | 12.4% | 13.2% | -3.3% | VEEV TC-83 Vero 10K pilot screen=0.0
Clc1cccc(OCCCCCN2CCOCC2)c1 | 55.3% | 0.4% | -1.8% | -8.3% | 1.3%
CN1C(=O)NC(=O)C(N=Nc2ccc(Cl)cc2)C1=O (stereo not drawn) | x | 6.6% | x | -3.9% | x
O=[N+]([O-])c1ccc(Cl)c(C2Nc3cccc4cccc(c34)N2)c1 | 6.5% | 2.1% | -5.7% | 0.9% | 11.3%
O=C(CCN1C(=O)/C(=C\c2ccccc2Cl)SC1=S)N1CCN(c2ccccc2)CC1 | 73.2% | 6.7% | 0.8% | 10.3% | u
COc1cc(Cl)ccc1OCc1cc(C(=O)NC(C)Cc2cnccn2)no1 (stereo not drawn) | 2.8% | 7.7% | 4.8% | -7.8% | 6.3%
CCOc1cc(CNC2CCCC2)ccc1OCc1ccccc1Cl | 65.1% | i | 7.6% | 2.6% | -0.6%
CCn1cnc2cc(NCc3ccc(Cl)cc3)ccc21 | 15.5% | 0.7% | -12.0% | -3.5% | u
COc1ccc(Cl)cc1NC(=S)NCCc1c[nH]c2ccccc12 | 2.9% | i | -5.1% | 2.3% | 2.3%

From PubChem BioAssay

Hits appear at their usual frequency; overall some 1.6% were active at least once.
